Screening data deposited in PubChem BioAssay by several laboratories.
NOD1 NF-kB reporter: inhibition of NOD1-driven NF-kB reporter – cell-based, luminescence, uHTS, primary screen (AID 1578) | one-dose inhibition, % at 4 µM; EC50 in µM for titrated hits | 290,000 compounds, 1% hits | NOD1-driven NF-kB luciferase reporter cells, luminescence; higher % means a stronger effect; in the data active = inhibition mostly above about 36%, no sharp cut-off; inactive = mostly below about 34%;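 also: HEK-293T reporter cells stimulated with the NOD1 agonist gamma-tri-DAP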
Dynein cargo inh: dynein cargo transport inhibition | 3617.4 mouse cells, GR-EGFP nuclear translocation imaging; test concentration mostly 20 µM; stimulated with dexamethasone, 1 µM; hits give low values | z-score, hits read low | 220,000 compounds, 0.47% hits | AID 1381;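 active = plate z-score of nuclear minus cytoplasmic receptor signal below a set negative limit, without overly bright fluorescence or cell loss, cut at about -3.5 in these data, passing the limit was not always enough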;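 also: z-score of nuclear minus cytoplasmic ring GR-EGFP intensity difference per well; some compounds called inactive have numbers as strong as hits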
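medium = tetracycline-free induction medium containing charcoal-stripped FBS | also added = 1.0 µM final dexamethasone stimulus | schedule = 48 h induction, 1 h compound, 30 min dex at 37 °C | technique = fixed, Hoechst-stained cells imaged at 10x for EGFP | measure = GR-EGFP nuclear translocation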
Insulin prom up: MIN6 insulin promoter up-regulation. MIN6 insulin promoter-GFP reporter, high-content imaging; hits give high values. AID 1625. 190,000 compounds, 0.3% hits. z-score at 5 µM;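 active = z-score above 3 at 5 µM with at least 500 cells counted in the well; inconclusive = wells under 500 cells, flagged as cytotoxic or low count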
b-catenin transl: alters nuclear translocation of beta-catenin in HeLa cells | 190,000 compounds, 0.3% hits | nuclear translocation activity, % at 5 µM | AID 1665 | immunofluorescence imaging;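 active = nuclear translocation activity above 50% at 5 µM, with a well cell count of 50 or more; inconclusive = wells under 50 cells across six images, flagged as toxic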;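 also: per-cell ratio of nuclear to cytoplasmic median beta-catenin stain intensity; plate controls were DMSO negative control for no effect and GSK-3 inhibitor IX positive control for full effect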
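assay system = human HeLa cells, endogenous beta-catenin | times = compound treatment 24 h, 37°C, 5% CO2 | detection = Anti-beta-catenin immunofluorescence on PFA-fixed, Triton-permeabilized cells, DAPI nuclei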
Yfh1-depleted yeast: enhancers of respiration in Yfh1-depleted yeast, dose response, Friedreich's ataxia, plus single-dose screen (AID 1465); S. cerevisiae Yfh1-off respiration, WST-1 reduction, 72 h; higher fold induction means a stronger effect; fold induction at 50 µM, or EC50 in µM where a hit was titrated; 220,000 compounds, 0.074% hits;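 active = fold induction of absorbance versus untreated yeast above a set limit, then at least 30% activation at any dose in follow-up; inconclusive = repeats straddling the limit, or above it without dose testing; inactive = fold induction below the set limit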;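 also: activators that raise dye reduction in frataxin-depleted yeast; strong numbers were not always called active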
Autophagy HCS: autophagy modulation, high-content screen. calls only at 10 µM (by protocol). MEF GFP-LC3 puncta imaging; test concentration mostly 10 µM. 190,000 compounds, 0.98% hits;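 active = percentage of spot-positive cells more than 3 SD above its plate mean, without a fluorescence outlier flag or 80% toxicity; inconclusive = no clear call, values can overlap the other calls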;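 also: spot-positive cell cutoff set from DMSO-treated cells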
M17LAP inhibition: P. falciparum M17LAP inhibitors, primary screen, biochemical, fluorogenic H-Leu-NHMec substrate, 1536-well (AID 1619) | 220,000 compounds, 0.38% hits | recombinant M17LAP, H-Leu-NHMec fluorogenic kinetic assay; higher % means a stronger effect | inhibition, % at 30 µM; hits with a dose series show IC50 in µM;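 active = compound inhibiting the enzyme by more than half at any dose during confirmatory dose-response retesting; inconclusive = strong single-dose inhibitors picked by rank but not retested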;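 also: plate controls were full reaction with DMSO carrier for no effect and no enzyme background for full effect; strong numbers were not always called active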
HEK293 NOD2/NF-kB: inhibition of NOD2-driven NF-kB reporter – cell-based, luminescence, uHTS, HEK293 (AID 1566); 290,000 compounds, 0.63% hits; HEK293 NOD2/NF-kB luciferase reporter, luminescence; higher % means a stronger effect; inhibition, % at 4 µM, or EC50 in µM where a hit was titrated; in the data active = inhibition above about 50%; also: many of its hits are not listed in these tables
MT stabilizer: microtubule stabilization, imaging screen. % tubulin-high responders, % at 10 µM. AID 2205. 200,000 compounds, 0.83% hits. HeLa tubulin immunostaining HCS, 24 h; share of cells brighter than vehicle mean+2SD;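 active = plate Z-score above 3 for both tubulin-high and condensed-nucleus cell shares, with cell loss under 80%, at 10 µM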;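 also: anti alpha tubulin signal scored within the nucleus-defined area of each cell; some results filed as inactive read as strong as hits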
Dynein cargo inh cytoplasmic EGFP: second read-out of Dynein cargo inh, no call of its own (marks repeat the call); z-score; measured here: cytoplasmic GR-EGFP intensity; hits give high values
Dynein cargo inh nuclear GR-EGFP: second read-out of Dynein cargo inh, no call of its own (marks repeat the call); z-score; measured here: nuclear GR-EGFP intensity;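 lower value marks the stronger effect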
Dynein cargo inh cell count: recorded beside Dynein cargo inh, whose call it bears; z-score; measured here: cell count per field
Insulin prom up cell count: recorded beside Insulin prom up, whose call it bears; cell count; measured here: cytotoxicity, nuclei count;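 total cells summed across four imaged fields per well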
b-catenin transl cell count 5 µM: further read-out of b-catenin transl, marked with its call; cell count; measured here: cell count, cytotoxicity flag
MT stabilizer Hoechst-high %: further read-out of MT stabilizer, marked with its call; % Hoechst-high responders; measured here: nuclear condensation Hoechst responders;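 share of cells brighter than vehicle mean plus two SD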
MT stabilizer cytotoxicity %: further read-out of MT stabilizer, marked with its call; toxicity, %; measured here: cytotoxicity by cell density;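 0% = mean cell density of plate MIN control wells and 100% = no cells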
Autophagy HCS cell loss 18 h: recorded beside Autophagy HCS, whose call it bears; toxicity, %; measured here: cell loss, nuclei count;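 cell loss after 18 h compound exposure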
Numbers without * were called inactive.

How did O=C(Cn1cncn1)N1CCN(c2ccc(F)cc2)CC1 do in these assays?
NOD1 NF-kB reporter: -33%; Dynein cargo inh: -0.88; Insulin prom up: 0.44; b-catenin transl: 0.4; Yfh1-depleted yeast: inactive; Autophagy HCS: inactive; M17LAP inhibition: -5%; HEK293 NOD2/NF-kB: -3%; MT stabilizer: 2.5; Dynein cargo inh cytoplasmic EGFP: -0.29; Dynein cargo inh nuclear GR-EGFP: -0.36; Dynein cargo inh cell count: 0.74; Insulin prom up cell count: 1496; b-catenin transl cell count 5 µM: 1010; MT stabilizer Hoechst-high %: 1.6; MT stabilizer cytotoxicity %: 8.7; Autophagy HCS cell loss 18 h: 8

How did Cc1cc(N)n2ncc(-c3ccc(Cl)cc3)c2n1 do in these assays?
NOD1 NF-kB reporter: -5%; Dynein cargo inh: -0.42; Insulin prom up: -0.55; b-catenin transl: 4.1; Yfh1-depleted yeast: inactive; Autophagy HCS: inactive; M17LAP inhibition: -13%; HEK293 NOD2/NF-kB: -107%; MT stabilizer: 2.9; Dynein cargo inh cytoplasmic EGFP: -0.12; Dynein cargo inh nuclear GR-EGFP: -0.86; Dynein cargo inh cell count: -0.29; Insulin prom up cell count: 1589; b-catenin transl cell count 5 µM: 1142; MT stabilizer Hoechst-high %: 1.2; MT stabilizer cytotoxicity %: 6.6; Autophagy HCS cell loss 18 h: -1

How did CC1CC(C)CN(CCOc2ccc(Br)cc2)C1 (stereo not given) do in these assays?
NOD1 NF-kB reporter: -30%; Dynein cargo inh: -0.55; Insulin prom up: 0.73; b-catenin transl: -2.0; Yfh1-depleted yeast: inactive; Autophagy HCS: inactive; M17LAP inhibition: -2%; HEK293 NOD2/NF-kB: -13%; MT stabilizer: 1.6; Dynein cargo inh cytoplasmic EGFP: -0.28; Dynein cargo inh nuclear GR-EGFP: -0.51; Dynein cargo inh cell count: 0.65; Insulin prom up cell count: 1270; b-catenin transl cell count 5 µM: 597; MT stabilizer Hoechst-high %: 2.0; MT stabilizer cytotoxicity %: 2.1; Autophagy HCS cell loss 18 h: -21

Results for COc1ccc(CN(Cc2cccn2C)S(=O)(=O)c2cccc(C(F)(F)F)c2)cc1 ?
NOD1 NF-kB reporter: -8%; Dynein cargo inh: -1.1; Insulin prom up: -1.9; b-catenin transl: 0.3; Yfh1-depleted yeast: inactive; M17LAP inhibition: 5%; HEK293 NOD2/NF-kB: 3%; Dynein cargo inh cytoplasmic EGFP: -0.25; Dynein cargo inh nuclear GR-EGFP: 0.082; Dynein cargo inh cell count: 0.15; Insulin prom up cell count: 1050; b-catenin transl cell count 5 µM: 1343

Results for CCOC(=O)c1c(NC(=O)NC(C)(C)C)sc2c1CCN(C)C2 ?
NOD1 NF-kB reporter: -9%; Dynein cargo inh: -1.1; Insulin prom up: 0.24; b-catenin transl: 0.5; Yfh1-depleted yeast: inactive; M17LAP inhibition: 20%; HEK293 NOD2/NF-kB: 11%; Dynein cargo inh cytoplasmic EGFP: -0.27; Dynein cargo inh nuclear GR-EGFP: -0.56; Dynein cargo inh cell count: 0.76; Insulin prom up cell count: 1373; b-catenin transl cell count 5 µM: 1277

Results for COCCNC(=O)CCCCCNS(=O)(=O)c1ccc(C)cc1 ?
NOD1 NF-kB reporter: -6%; Dynein cargo inh: -0.92; Insulin prom up: 1.4; Yfh1-depleted yeast: inactive; Autophagy HCS: inactive; M17LAP inhibition: -1%; HEK293 NOD2/NF-kB: -6%; MT stabilizer: 5.7; Dynein cargo inh cytoplasmic EGFP: -0.18; Dynein cargo inh nuclear GR-EGFP: -0.22; Dynein cargo inh cell count: -0.38; Insulin prom up cell count: 1682; MT stabilizer Hoechst-high %: 2.6; MT stabilizer cytotoxicity %: 7.7; Autophagy HCS cell loss 18 h: -15

How did CC(=O)c1ccc(NC(=O)C2CCCN2S(=O)(=O)c2ccc(F)cc2)cc1 (stereo not given) do in these assays?
NOD1 NF-kB reporter: 30%; Dynein cargo inh: 0.082; Insulin prom up: 2.9; b-catenin transl: -1.5; Yfh1-depleted yeast: inactive; Autophagy HCS: inactive; M17LAP inhibition: 7%; HEK293 NOD2/NF-kB: 10%; MT stabilizer: 3.6; Dynein cargo inh cytoplasmic EGFP: -0.1; Dynein cargo inh nuclear GR-EGFP: 0.36; Dynein cargo inh cell count: -0.41; Insulin prom up cell count: 873; b-catenin transl cell count 5 µM: 1141; MT stabilizer Hoechst-high %: 3.9; MT stabilizer cytotoxicity %: 6.1; Autophagy HCS cell loss 18 h: 22

Results for CC(C)NC(=O)C1CCN(c2ccc(S(=O)(=O)N3CCOCC3)cc2Cl)CC1 ?
NOD1 NF-kB reporter: 10%; Dynein cargo inh: 0.33; Insulin prom up: -1.6; b-catenin transl: 0.4; Yfh1-depleted yeast: inactive; M17LAP inhibition: -2%; HEK293 NOD2/NF-kB: 14%; Dynein cargo inh cytoplasmic EGFP: -0.27; Dynein cargo inh nuclear GR-EGFP: 0.72; Dynein cargo inh cell count: 0.86; Insulin prom up cell count: 843; b-catenin transl cell count 5 µM: 1309

What do the screens show for `COc1ccc(OCc2nnc(SCC(=O)c3ccccc3)o2)cc1`?
NOD1 NF-kB reporter: -39%; Dynein cargo inh: 0.37; Insulin prom up: -0.56; b-catenin transl: -0.4; Yfh1-depleted yeast: inactive; Autophagy HCS: inactive; M17LAP inhibition: -6%; HEK293 NOD2/NF-kB: 7%; MT stabilizer: 1.8; Dynein cargo inh cytoplasmic EGFP: 0.065; Dynein cargo inh nuclear GR-EGFP: 0.56; Dynein cargo inh cell count: -0.76; Insulin prom up cell count: 1408; b-catenin transl cell count 5 µM: 1520; MT stabilizer Hoechst-high %: 0.8; MT stabilizer cytotoxicity %: 3.2; Autophagy HCS cell loss 18 h: -17

What do the screens show for `Cc1cccc(C(=O)NC(=S)NNC(=O)c2cccs2)c1`?
NOD1 NF-kB reporter: 25%; Dynein cargo inh: -0.35; Insulin prom up: 0.47; b-catenin transl: 0.9; Yfh1-depleted yeast: inactive; Autophagy HCS: inactive; M17LAP inhibition: inconclusive; HEK293 NOD2/NF-kB: 24%; MT stabilizer: 5.2; Dynein cargo inh cytoplasmic EGFP: -0.31; Dynein cargo inh nuclear GR-EGFP: -0.37; Dynein cargo inh cell count: 0.28; Insulin prom up cell count: 1084; b-catenin transl cell count 5 µM: 446; MT stabilizer Hoechst-high %: 2.8; MT stabilizer cytotoxicity %: 10; Autophagy HCS cell loss 18 h: 9

How did CCCCC(CC)C(=O)Nc1ccccc1C#N (stereo not given) do in these assays?
NOD1 NF-kB reporter: -3%; Dynein cargo inh: -0.42; Insulin prom up: 0.89; b-catenin transl: 0.4; Yfh1-depleted yeast: inactive; Autophagy HCS: inactive; M17LAP inhibition: 2%; HEK293 NOD2/NF-kB: 0%; MT stabilizer: 2.5; Dynein cargo inh cytoplasmic EGFP: -0.15; Dynein cargo inh nuclear GR-EGFP: -0.85; Dynein cargo inh cell count: -0.19; Insulin prom up cell count: 1749; b-catenin transl cell count 5 µM: 1095; MT stabilizer Hoechst-high %: 1.2; MT stabilizer cytotoxicity %: 8.6; Autophagy HCS cell loss 18 h: 7

Results for O=C(CCCOc1ccccc1)Nc1ncccn1 ?
NOD1 NF-kB reporter: -6%; Dynein cargo inh: 2.2; Insulin prom up: -0.23; b-catenin transl: 1.3; Yfh1-depleted yeast: inactive; Autophagy HCS: inactive; M17LAP inhibition: 4%; HEK293 NOD2/NF-kB: -11%; MT stabilizer: 2.2; Dynein cargo inh cytoplasmic EGFP: -0.0036; Dynein cargo inh nuclear GR-EGFP: 0.82; Dynein cargo inh cell count: -1.6; Insulin prom up cell count: 1378; b-catenin transl cell count 5 µM: 989; MT stabilizer Hoechst-high %: 1.6; MT stabilizer cytotoxicity %: 1.1; Autophagy HCS cell loss 18 h: 7

Results for Cc1ccc2[nH]c(=O)c(CN(Cc3cccs3)S(=O)(=O)c3ccc4c(c3)OCCO4)cc2c1 ?
NOD1 NF-kB reporter: -8%; Dynein cargo inh: 0.1; b-catenin transl: -0.7; Yfh1-depleted yeast: inactive; Autophagy HCS: inactive; M17LAP inhibition: -3%; HEK293 NOD2/NF-kB: 8%; MT stabilizer: 7.1; Dynein cargo inh cytoplasmic EGFP: -0.26; Dynein cargo inh nuclear GR-EGFP: 0.13; Dynein cargo inh cell count: 0.23; b-catenin transl cell count 5 µM: 945; MT stabilizer Hoechst-high %: 2.9; MT stabilizer cytotoxicity %: 8.1; Autophagy HCS cell loss 18 h: -1

What do the screens show for `O=C(COc1ccc([N+](=O)[O-])cc1)Nc1ccc(C(=O)NCc2cccnc2)cc1`?
NOD1 NF-kB reporter: -13%; Dynein cargo inh: -0.62; Yfh1-depleted yeast: inactive; Autophagy HCS: inactive; M17LAP inhibition: 11%; HEK293 NOD2/NF-kB: -3%; MT stabilizer: 1.0; Dynein cargo inh cytoplasmic EGFP: -0.14; Dynein cargo inh nuclear GR-EGFP: -0.57; Dynein cargo inh cell count: -0.16; MT stabilizer Hoechst-high %: 1.6; MT stabilizer cytotoxicity %: 5.9; Autophagy HCS cell loss 18 h: -2

Results for COc1ccc(C(=O)NC2CCCc3ccccc32)cc1S(=O)(=O)N1CCOCC1 (stereo not given) ?
NOD1 NF-kB reporter: -24%; Dynein cargo inh: 0.41; Insulin prom up: -0.91; b-catenin transl: 0.7; Yfh1-depleted yeast: inactive; Autophagy HCS: inactive; M17LAP inhibition: -1%; HEK293 NOD2/NF-kB: 11%; MT stabilizer: 2.4; Dynein cargo inh cytoplasmic EGFP: -0.37; Dynein cargo inh nuclear GR-EGFP: -0.36; Dynein cargo inh cell count: -0.049; Insulin prom up cell count: 1287; b-catenin transl cell count 5 µM: 1070; MT stabilizer Hoechst-high %: 2.9; MT stabilizer cytotoxicity %: 9.7; Autophagy HCS cell loss 18 h: 5

Only part of the results is shown. The share of hits here may be higher or lower than overall.
